aSyn yeast inh = inhibitors of alpha-synuclein toxicity in yeast; 370,000 compounds, 0.14% hits; Yeast expressing alpha-synuclein, growth rescue, BacTiter-Glo, 24 h; AID 652106; Potency, µM (top dose mostly 46.1 µM), for inactives: top-dose growth rescue (activation), actives largely listed as activators; further: % of control where 0% means no effect; nearly all actives have a fitted effect of over 65% in size
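Readout is rescue of growth in alpha-synuclein-expressing yeast, so inhibitors of toxicity appear as activators. Growth after 24 hr at 30 deg C in galactose medium is quantified by luminescence.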
EPAC1 agonist = agonists of human EPAC1 | O95398 | EPAC1 agonist qHTS, biochemical assay; response scale: 100% = response to 6.5 mM cAMP | 360,000 compounds, 0.073% hits | Potency, µM (titrated, usually from 154 µM), without a hit: top-dose activation, hits mostly activators | AID 720707; further: nearly all actives have a fitted effect of over 60% in size
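Compounds were pinned as a concentration titration into mixtures of EPAC1 (100 nM), BODIPY-GDP-loaded Rap1B (250 nM) and GDP (50 uM). After 5 min at room temperature, fluorescence was followed for 30 min; activity was scaled to 6.5 mM cAMP.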
EPAC2 antag = blocks human EPAC2 exchange factor. EPAC2 GEF exchange of Rap1B-BODIPY-GDP, fluorescence. Q8WZA2. 360,000 compounds, 0.18% hits. Potency, µM (top dose mostly 114 µM), for inactives: at the top dose activity, negative = inhibition, usual class: inhibitors; further: on the % scale 0 is the no-effect control and ±100 the full control effect; nearly all actives have a fitted effect of over 45% in size; many of its hits are not listed in these tables
Target sequence (Q8WZA2 whole entry, looked up): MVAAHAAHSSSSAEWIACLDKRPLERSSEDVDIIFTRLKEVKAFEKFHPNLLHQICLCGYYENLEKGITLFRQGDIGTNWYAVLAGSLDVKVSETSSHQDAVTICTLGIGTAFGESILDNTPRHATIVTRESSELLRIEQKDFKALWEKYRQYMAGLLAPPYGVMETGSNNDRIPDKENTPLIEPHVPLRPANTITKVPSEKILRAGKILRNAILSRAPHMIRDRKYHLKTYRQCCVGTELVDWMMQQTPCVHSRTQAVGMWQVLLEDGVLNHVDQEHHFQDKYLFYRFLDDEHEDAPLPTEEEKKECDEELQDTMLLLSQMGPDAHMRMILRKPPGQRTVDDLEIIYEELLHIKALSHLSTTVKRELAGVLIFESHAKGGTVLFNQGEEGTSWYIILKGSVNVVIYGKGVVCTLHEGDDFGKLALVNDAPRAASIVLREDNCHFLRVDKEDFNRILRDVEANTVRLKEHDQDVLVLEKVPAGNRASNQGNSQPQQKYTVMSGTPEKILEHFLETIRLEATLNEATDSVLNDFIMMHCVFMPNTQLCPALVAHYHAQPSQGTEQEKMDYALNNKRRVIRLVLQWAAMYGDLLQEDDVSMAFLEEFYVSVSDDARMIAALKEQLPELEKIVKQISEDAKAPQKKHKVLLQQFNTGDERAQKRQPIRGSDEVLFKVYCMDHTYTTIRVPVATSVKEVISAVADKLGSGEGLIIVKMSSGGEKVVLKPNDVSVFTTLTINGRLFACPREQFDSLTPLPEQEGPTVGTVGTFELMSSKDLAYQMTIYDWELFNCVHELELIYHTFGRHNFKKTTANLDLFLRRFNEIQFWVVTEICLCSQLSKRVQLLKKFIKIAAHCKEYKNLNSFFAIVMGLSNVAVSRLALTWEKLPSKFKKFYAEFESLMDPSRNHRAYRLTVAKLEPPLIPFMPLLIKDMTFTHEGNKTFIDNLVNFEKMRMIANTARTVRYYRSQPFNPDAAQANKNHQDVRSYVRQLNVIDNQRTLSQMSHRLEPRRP
PTHR1 agonist = agonists of human PTHR1 parathyroid hormone receptor; HEK293 GP2 PTHR1 cells, GloSensor cAMP luminescence, 1 h; Potency, µM (top dose mostly 115 µM), for inactives: at the highest dose activation, usual class: activators; 410,000 compounds, 0.075% hits; AID 743266; further: nearly all actives have a fitted effect of over 55% in size; some results filed as inactive show a strong effect at the top dose; inactives centre near -15; many of its hits are not listed in these tables
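HEK-293-derived GP2 cells expressing PTHR1 and a GloSensor cAMP reporter, 3,000/well, plated overnight, given luciferin plus IBMX (each 0.5 mM as added) for 1 h at 37 °C, then compound for 1 h at 37 °C. Luminescence was read after 15 min at room temperature.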
EPAC2 agonist = EPAC2 (human) agonism; EPAC2 activation, biochemical qHTS; response scale: 100% = 6.5 mM cAMP response; AID 720711; 360,000 compounds, 0.079% hits; Potency, µM (top dose mostly 154 µM), for the others: top-dose activation, most hits filed as activators; further: nearly all actives have a fitted effect of over 50% in size
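Setup: EPAC2 100 nM, labeled Rap1B complex 250 nM, free GDP 50 uM. Compound titrations pinned in, brief spin, 5 min room temperature incubation. Kinetic fluorescence read over 30 min, normalized to 6.5 mM cAMP.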
TDP43 rescue = inhibitors of TDP-43 toxicity in yeast | Potency, µM (doses to about 46.1 µM), for the others: at the top dose growth rescue (activation), usual class: activators | 410,000 compounds, 1.8% hits | TDP-43 expressing yeast growth rescue, BacTiter-Glo, 24 h; further: % of control where 0% means no effect; nearly all actives have a fitted effect of over 50% in size
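Readout is BacTiter-Glo luminescence of cell growth, so inhibitors register as activators. TDP-43-expressing yeast at OD600=0.02 in galactose medium, after raffinose pregrowth to mid-log, were incubated with compound for 24 hr at 30 deg C.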
FUS suppressor = FUS proteinopathy suppression in yeast; Potency, µM (titrated, usually from 76.6 µM), for inactives: at the highest dose growth rescue (activation), most hits filed as activators; S. cerevisiae FUS-expressing, growth rescue, OD600, 24 h; 390,000 compounds, 0.24% hits;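 further: plate controls were DMSO vehicle for no effect and reference control for full effect; nearly all actives have a fitted effect of over 55% in size; some results filed as inactive show a strong effect at the top dose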
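S. cerevisiae expressing FUS from galactose induction served as the toxicity model. Growth after 24hr at 30C, read as absorbance at 600 nm, indicates suppression of toxicity; compounds dosed at several concentrations.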
EPAC1 antagonist = EPAC1 (human) antagonism | EPAC1 GEF assay, Rap1b-BODIPY-GDP exchange fluorescence | Potency, µM (titrated, usually from 115 µM), for inactives: at the top dose activity change, negative = inhibition, actives largely listed as inhibitors | 360,000 compounds, 0.14% hits;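 further: plate controls were vehicle for no effect and positive control for full effect; nearly all actives have a fitted effect of over 50% in size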
* hit, by the source's call; i = inactive; ? = inconclusive; . = not tested or not shown; & = joins results of further samples; [ ] = remark or other dose. The call rests on the fitted dose curve; in most records, active means well fitted curve in the direction sought with a large enough effect; inconclusive means small, poorly fitted or top-dose-only effect, or another doubt; inactive means no such curve, though single readings can be large; an effect the other way counts as inactive or inconclusive. Potency means the concentration at half of the fitted maximal effect. Some of the compounds tested; rates above refer to the full screens.

Labels used below: A = aSyn yeast inh; B = EPAC1 agonist; C = EPAC2 antag; D = PTHR1 agonist; E = EPAC2 agonist; F = TDP43 rescue; G = FUS suppressor; H = EPAC1 antagonist
> O=C1N/C(=C/c2cccn2-c2ccccc2)C(=O)N1c1cccc(Cl)c1
  A = 3% | B = -2% | C = -10% | D = i | E = -3% | F = 8% | G = . | H = -14%

> O=C(CCN1C(=O)c2ccccc2C1=O)c1cnc[nH]1
  A = 0% | B = -15% | C = -12% | D = 16% | E = 1% | F = -13% | G = -12% | H = -27%

> CCOC(=O)C1(C)/C(=N/Nc2ccc(S(N)(=O)=O)cc2)C(=O)C(=O)N1c1ccccc1 (configuration not stated)
  A = 4% | B = 0% | C = -24% | D = i | E = 2% | F = -8% | G = 7% | H = -10%

> O=C(CN1CCOCC1)Nc1ccccc1C(=O)Nc1ccccc1
  A = 1% | B = -9% | C = 8% | D = -1% | E = -1% | F = 26% | G = -1% | H = -13%

> CCc1nnc(NC(=O)CSc2nnc(-c3cccnc3)n2C)s1
  A = -1% | B = 2% | C = 7% | D = -12% | E = 6% | F = -7% | G = -1% | H = 5%

> CC(=O)C(C(c1ccccc1)N1CCCc2ccccc21)N1CCOCC1 (configuration not stated)
  A = 1% | B = 10% | C = ? | D = i | E = 12% | F = -6% | G = 17% | H = -8%

> CC(C)N(Cc1cnn(C)c1)Cc1nc(Cc2ccccc2Cl)no1
  A = 5% | B = 4% | C = -3% | D = i | E = 16% | F = 3% | G = -1% | H = ?

> CCN(CC)CCn1c(NCc2ccco2)nc2ccccc21
  A = 0% | B = -4% | C = 7% | D = -21%[57.5 µM] | E = -2% | F = -15% | G = 3% | H = 0%

> O=C(NNS(=O)(=O)c1ccccc1F)c1cccc(S(=O)(=O)N2CCOCC2)c1
  A = -9% | B = 4% | C = 0% | D = i | E = 8% | F = 11% | G = . | H = 7%

> Cc1ccc(S(=O)(=O)N2[C@@H](c3ccccc3)C(C(=O)O)=CC[C@H]2c2cccc(Cl)c2)cc1
  A = -23% | B = 3% | C = -3% | D = -39%[inhibitor] | E = ? | F = 35µM* | G = 9% | H = -13%

> O=C(Nc1ccc(C(=O)O)cc1)/C(=C\c1ccc2c(c1)OCO2)NC(=O)c1ccco1
  A = -8% | B = 9% | C = 4% | D = -5% | E = 10% | F = 7% | G = -6% | H = -2%

> CCCCn1c(N)c(N(CC)C(=O)c2ccc(C)cc2)c(=O)[nH]c1=O
  A = -6% | B = 1% | C = -7% | D = -8% | E = 11% | F = ? | G = 0% | H = 13%

> CCOC(=O)c1cc2c(c(CSc3nc4ccccc4c(=O)n3Cc3ccco3)c1)OCOC2
  A = 9% | B = -1% | C = -3% | D = i | E = -9% | F = -14% | G = -8% | H = -1%

> COc1cc(C(=O)NCC(=O)OC(C)C(=O)Nc2ncc(Cl)cc2Cl)cc(OC)c1OC (configuration not stated)
  A = 0% | B = 11% | C = 1% | D = i | E = 4% | F = 12% | G = 1% | H = -4%

> COc1cccc(-c2nc(CS(=O)(=O)CC(=O)NCCc3ccc(OC)cc3OC)c(C)o2)c1
  A = -6% | B = 2% | C = 0% | D = -22% | E = 19% | F = -14%&9% | G = 41%&26% | H = -30%

Reprinted from the part before: four compounds, then new ones.
Labels used below: A = aSyn yeast inh; B = EPAC1 agonist; C = EPAC2 antag; D = PTHR1 agonist; E = EPAC2 agonist; F = TDP43 rescue; G = FUS suppressor; H = EPAC1 antagonist
> CCCCn1c(N)c(N(CC)C(=O)c2ccc(C)cc2)c(=O)[nH]c1=O
  A = -6% | B = 1% | C = -7% | D = -8% | E = 11% | F = ? | G = 0% | H = 13%

> CCOC(=O)c1cc2c(c(CSc3nc4ccccc4c(=O)n3Cc3ccco3)c1)OCOC2
  A = 9% | B = -1% | C = -3% | D = i | E = -9% | F = -14% | G = -8% | H = -1%

> COc1cc(C(=O)NCC(=O)OC(C)C(=O)Nc2ncc(Cl)cc2Cl)cc(OC)c1OC (configuration not stated)
  A = 0% | B = 11% | C = 1% | D = i | E = 4% | F = 12% | G = 1% | H = -4%

> COc1cccc(-c2nc(CS(=O)(=O)CC(=O)NCCc3ccc(OC)cc3OC)c(C)o2)c1
  A = -6% | B = 2% | C = 0% | D = -22% | E = 19% | F = -14%&9% | G = 41%&26% | H = -30%

> CCCC(=O)Nc1nnc(Sc2ccc(N(C)C)cc2)s1
  A = 0% | B = 3% | C = 6% | D = i | E = 4% | F = -3% | G = -3% | H = 5%

> CCn1nc(NC(=O)c2ccncc2)c2cc3cc(C)ccc3nc21
  A = -4% | B = 0% | C = 0% | D = i | E = 2% | F = -15% | G = 15% | H = -9%

> COc1ccc(CNC(=O)CNC(c2ccccc2)c2ccccc2)cc1OC
  A = -3% | B = 12% | C = -23% | D = -33%[inhibitor] | E = 13% | F = -5% | G = 24% | H = -15%

> COc1ccccc1NC(=O)CSc1nnc(NC(=O)C2CC2)s1
  A = -5% | B = -7% | C = 5% | D = -7% | E = 2% | F = 1% | G = -2% | H = 2%

> COC(=O)C[C@@H]1CC[C@@H](NC(=O)Nc2cc(F)ccc2F)[C@@H](CO)O1
  A = -3% | B = 7% | C = 3% | D = -27% | E = 11% | F = 19% | G = -3% | H = -8%

> CCN(CC)c1nc(N2CCOCC2)nc2ccccc12
  A = 1% | B = 7% | C = 1% | D = i | E = 7% | F = 14% | G = 5% | H = 12%

> COc1cccc(/C=N/NC(=S)Nc2cccc(C(=O)O)c2)c1O
  A = -10% | B = -3% | C = 1% | D = -26% | E = -2% | F = ? | G = 1% | H = -10%

> CCOC(=O)CSc1nc2ccccc2c(=O)n1CC
  A = 18% | B = 0% | C = 0% | D = -21% | E = 2% | F = 31% | G = 20% | H = -2%

> CCCCn1c(N)c(N(CCOC)C(=O)CN(C)S(=O)(=O)c2ccc(C)cc2)c(=O)[nH]c1=O
  A = -4% | B = 0% | C = 2% | D = -22% | E = 0% | F = 7% | G = 4% | H = 0%

> Cc1cc(C)cc(NC(=O)C(=O)NCC2CCCO2)c1 (configuration not stated)
  A = 5% | B = 3% | C = 3%[57.1 µM] | D = i | E = 8% | F = 15% | G = -12% | H = -5%

> COc1ccc(NS(=O)(=O)c2ccc3c(c2)n(C)c(=O)n3C)cc1
  A = -13% | B = -8% | C = 14% | D = ? | E = -1% | F = -1% | G = ? | H = 0%

> O=C(CCCCCNc1nc(=S)[nH]c2ccccc12)NCCc1ccc(Cl)cc1
  A = 2% | B = 2% | C = 14% | D = i | E = -3% | F = -24% | G = 19% | H = -9%

> CCCCn1c(N)c(N(CCOC)C(=O)COC(=O)c2cc(CCC)c(C)s2)c(=O)[nH]c1=O
  A = 4% | B = -10% | C = -4% | D = i | E = 3% | F = 0% | G = 17% | H = 16%

> O=C(NCc1cccnc1)C(=O)Nc1ccc([N+](=O)[O-])cc1
  A = 3% | B = -6% | C = 3% | D = -3% | E = 1% | F = . | G = 9% | H = 2%

> N#Cc1cc2sc3nnc(-c4ccncc4)n3c2cc1C#N
  A = -1% | B = 0% | C = -2% | D = i | E = -2% | F = 29% | G = 10% | H = -17%

> CCOC(=O)NCc1ccc2c(c1)cc(C)n2C
  A = -8% | B = 8% | C = -3% | D = i | E = 5% | F = 10% | G = 12% | H = -11%

> CCOc1ccccc1NC(=O)CCCc1ccc(OC)c(C)c1
  A = 3% | B = 4% | C = -1% | D = -19% | E = 6% | F = ? | G = 2% | H = -6%

> Cc1ccccc1-c1nnc(SCC(=O)NC2CCS(=O)(=O)C2)n1C (configuration not stated)
  A = 5% | B = 2% | C = 5% | D = -8% | E = 0% | F = 9% | G = -15% | H = 0%

> COc1ccc(CNC(=O)/C=C/[C@H]2O[C@@H](n3cc(C)c(=O)[nH]c3=O)C[C@@H]2O)cc1
  A = 1% | B = 15% | C = 1% | D = -11% | E = 7% | F = 13% | G = 2% | H = -13%

> Brc1ccc(C[n+]2ccccc2)cc1
  A = 1% | B = -4% | C = 1% | D = i | E = -4% | F = 3% | G = -17% | H = -4%

> CCn1[nH]c(=O)c(=Nc2c(C)n(C)n(-c3ccccc3)c2=O)cc1-c1ccc(Cl)cc1
  A = 2% | B = 0% | C = -1% | D = -24% | E = 1% | F = 0% | G = ? | H = 0%

> CCC(C(=O)Nc1cnccn1)c1ccccc1 (configuration not stated)
  A = 1% | B = 7% | C = -8% | D = ? | E = 6% | F = -27% | G = -11% | H = -4%

> COC(=O)CN1C(=O)[C@H]2[C@@H](C3CC3)N3C(=O)CN(Cc4ccc(-c5ccccc5)cc4)C(=O)[C@@]3(Cc3ccccc3)[C@H]2C1=O
  A = 1% | B = -15% | C = -8% | D = 0% | E = -8% | F = 9% | G = 35% | H = -2%

> COc1ccc(Cl)cc1NC(=O)CN1CCc2ccccc21
  A = 4% | B = 8% | C = ? | D = -20% | E = 5% | F = 12% | G = 1% | H = -2%

> COc1ccc(C2=NOC(C)(c3nnc(-c4ccc(Cl)cc4)o3)C2)cc1 (configuration not stated)
  A = 0% | B = -4% | C = -11% | D = -10% | E = 17% | F = -4% | G = 16% | H = -10%

> Cc1ccc(-n2ncc3c2CCCC3NC(=O)CCc2cnn(C)c2)cc1C (configuration not stated)
  A = 4% | B = -27% | C = 13% | D = -60%[inhibitor] | E = -3% | F = 15% | G = 16% | H = -2%

> O=C1N/C(=C\c2ccc(O)cc2)C(O)=C1C=NCc1ccccc1
  A = 0% | B = -3% | C = -5% | D = i | E = -2% | F = 2% | G = . | H = -2%

> O=C(c1cccs1)N1CCN(C(=O)N2CCOCC2)CC1
  A = 1% | B = 9% | C = -1% | D = i | E = 2% | F = -7% | G = 0% | H = -2%

> CCC(=O)NNc1nc2c(C)cccc2s1
  A = 0% | B = 12% | C = 3% | D = -18% | E = 4% | F = 0% | G = -24% | H = -12%

> OC[C@@H]1CN(C2CCCC2)C[C@H](n2cnc3c(N4CCCC4)ncnc32)O1
  A = -3% | B = 0% | C = 15% | D = i | E = 7% | F = 13% | G = -16% | H = -14%

> COc1cccc(CC(=O)NC2CCCN(Cc3ccc(Cl)cc3)C2)c1 (configuration not stated)
  A = 0% | B = 6% | C = -7% | D = -10% | E = 0% | F = -1% | G = 7% | H = -27%

> CCCCn1c(N)c(N(Cc2ccccc2OC)C(=O)C(C)Oc2ccc(Br)cc2)c(=O)[nH]c1=O (configuration not stated)
  A = 2% | B = 3% | C = 8% | D = -20% | E = -7% | F = 3% | G = . | H = 1%

> CC(=O)Nc1ccccc1NC(=O)C/C(C)=N/NC(=O)c1cccnc1
  A = -1% | B = 1% | C = 7% | D = -9% | E = 0% | F = -10% | G = 20% | H = 24%

> COc1cc(C(=O)N2CCNCC2)cc(OC)c1OC
  A = -3% | B = 12% | C = -2% | D = -15% | E = 4% | F = -8% | G = 10% | H = -3%

Bioassay records (PubChem BioAssay)
